# PrPC surface inh – cell surface PrPC inhibition, primary TR-FRET screen; actives 0.43% (n = 370,000); TR-FRET read-out; inhibition, % at 13.8 µM; P04156; in the data active = inhibition above about 24%; note: 0% = median of the test wells and 100% = reference compound wells
# UGM FP inh – inhibitors of M. tuberculosis UDP-galactopyranose mutase; P9WIQ1; purified UGM, fluorescence polarization probe displacement; inhibition, % at 10 µM; actives 0.06% (n = 320,000); AID 504406; in the data active = inhibition above about 10%, passing the limit was not always enough; inconclusive = no clear call, values can overlap the other calls
# Target sequence (P9WIQ1 whole entry, looked up): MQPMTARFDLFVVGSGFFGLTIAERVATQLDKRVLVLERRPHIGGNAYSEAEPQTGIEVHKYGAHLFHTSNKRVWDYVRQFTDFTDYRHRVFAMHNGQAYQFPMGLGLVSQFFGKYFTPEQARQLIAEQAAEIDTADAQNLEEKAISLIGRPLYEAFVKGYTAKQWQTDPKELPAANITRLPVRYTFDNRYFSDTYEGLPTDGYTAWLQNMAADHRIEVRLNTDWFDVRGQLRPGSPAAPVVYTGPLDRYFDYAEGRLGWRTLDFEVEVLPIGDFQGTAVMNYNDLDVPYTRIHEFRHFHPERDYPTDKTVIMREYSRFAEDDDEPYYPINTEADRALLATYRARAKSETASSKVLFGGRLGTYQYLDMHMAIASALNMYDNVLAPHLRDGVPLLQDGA
# CCHF vOTU inh – CCHFV vOTU protease inhibition; Pep-AMC fluorescence; inhibition, % at 11.5 µM; actives 0.55% (n = 370,000); AID 651958; note: 0% = vehicle wells with enzyme and 100% = no enzyme wells
# FadD28 FP inh – inhibitors of Mycobacterium tuberculosis FadD28 bisubstrate binding. FadD28 bisubstrate probe binding, fluorescence polarization. inhibition, % at 12.5 µM. actives 0.22% (n = 360,000); in the data active = inhibition above about 8.5%, passing the limit was not always enough; inconclusive = no clear call, values can overlap the other calls
# FBA Mtb inh – Mtb fructose-bisphosphate aldolase inhibition | P9WQA3 | purified M. tuberculosis FBA, fluorescence read-out | inhibition, % at 1 µM | actives 2.3% (n = 360,000); in the data active = inhibition above about 27%;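 note: 0% = vehicle and 100% = reference inhibitor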
# Target sequence (P9WQA3 whole entry, looked up): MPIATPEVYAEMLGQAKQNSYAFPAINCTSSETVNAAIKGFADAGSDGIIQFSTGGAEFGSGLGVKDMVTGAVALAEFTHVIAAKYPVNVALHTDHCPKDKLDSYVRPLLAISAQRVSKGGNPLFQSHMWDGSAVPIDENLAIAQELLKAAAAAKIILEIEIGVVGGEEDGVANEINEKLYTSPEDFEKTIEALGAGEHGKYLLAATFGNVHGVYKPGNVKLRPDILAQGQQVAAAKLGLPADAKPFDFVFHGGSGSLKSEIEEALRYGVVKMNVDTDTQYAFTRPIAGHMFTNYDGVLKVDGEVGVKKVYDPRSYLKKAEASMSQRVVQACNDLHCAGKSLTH
# BoNT A protease – inhibitors of Botulinum neurotoxin A light chain protease. inhibition, % at 10 µM. AID 588499. actives 0.17% (n = 360,000). multiplex microsphere protease substrate cleavage, flow cytometry; in the data active = inhibition above about 30%; inconclusive = no clear call, values can overlap the other calls; note: plate controls were buffer without enzyme for full effect and enzyme alone for no effect
# Mtb BioA inh – BioA (M. tuberculosis) enzyme inhibition. purified M. tuberculosis BioA enzyme, plate reader. AID 602481. inhibition, % at 9.99 µM. actives 0.096% (n = 360,000); in the data active = inhibition above about 40%; inconclusive = no clear call, values can overlap the other calls
# BoNT-F LC inh – blocks Botulinum neurotoxin F light chain protease; Multiplex microsphere protease cleavage assay, flow cytometry; actives 0.22% (n = 360,000); inhibition, % at 10 µM; AID 588497; in the data active = inhibition above about 35%, passing the limit was not always enough; inconclusive = no clear call, values can overlap the other calls; note: plate controls were buffer without enzyme for full effect and enzyme alone for no effect
# GDH-TPI counter – counter-screen for M. tuberculosis FBA inhibitors: GDH-TPI coupled enzymes. GDH-TPI coupled enzyme counterscreen, NADH absorbance. inhibition, % at 4.8 µM. actives 1.2% (n = 360,000). AID 588335;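 note: 0% = DMSO wells and 100% = wells lacking the enzyme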
# Numbers without * were called inactive; ? = inconclusive; · = not tested or not shown. Cut-off read from the data, not from the text of the source, unless noted: active = inhibition above about 30%; inactive = the rest.
Molecule	BoNT-F LC inh	PrPC surface inh	Mtb BioA inh	BoNT A protease	FBA Mtb inh	GDH-TPI counter	FadD28 FP inh	UGM FP inh	CCHF vOTU inh
O=C(NCc1cccs1)N[C@@H](Cc1ccccc1)C(=O)O	3.1	-5.9	0.4	1.0	-0.2	6.7	-3.7	0.0	10.5
Cc1nn(-c2ccccc2)c(C)c1C(=O)OC(C)C(=O)NC1CCCCC1C (stereo not drawn)	1.3	1.8	6.5	0.2	-2.0	4.0	·	-0.5	-3.7
NC(=O)CSc1ncnc2c1oc1ccccc12	0.8	-8.1	0.0	-0.3	-1.8	5.6	-2.8	1.4	6.1
COc1ccc(OC)c(-n2c(O)c(C=Nc3c(C)n(C)n(-c4ccccc4)c3=O)c(=O)[nH]c2=O)c1	-4.2	-4.6	·	-0.1	4.6	19.5	-0.6	-1.9	0.1
Fc1cccc(NCc2cn3ccccc3n2)c1	-11.3	-6.2	1.2	0.0	4.7	-5.5	0.6	1.3	-9.5
CCOC(=O)c1ccc(NC(=O)c2c(Cl)cc(C)nc2C)cc1	·	-4.6	0.3	·	2.4	2.9	-3.8	1.1	-6.1
CCOc1ccc(-c2c(=O)n(O)c3ccccc3[n+]2[O-])cc1	21.7	-10.5	0.4	1.1	0.5	3.3	-0.2	-1.8	10.1
COC(=O)C1=C(c2ccc(F)cc2OCc2ccccc2)C[C@@H]2CC[C@H]1N2C(=O)NCCN1CCOCC1	-1.8	4.3	0.6	0.0	6.2	3.9	-0.3	-1.5	-1.0
CC1CCCC(C)N1CCCNC(=O)c1ccc2nc(N3CCOCC3)sc2c1 (stereo not drawn)	-6.5	4.2	-0.1	-0.8	3.4	-9.9	?	-2.4	1.5
O=C(Nc1ccc2c(c1)OCCO2)C1CCN(C(=O)c2ccc(F)cc2)CC1	-13.3	-1.0	3.6	-0.7	1.8	-9.2	-2.7	3.1	-11.3
CSc1ccccc1NC(=O)COc1ccc(Cl)cc1	-8.1	10.6	-2.5	0.7	-0.6	-3.0	-1.6	-0.2	8.9
COc1ccccc1/C=C/C(=O)OCC(=O)Nc1ccc2c(c1)OCCO2	2.8	7.8	-1.4	-0.2	6.4	11.0	-1.0	·	-1.0
COc1ccc(CC(=O)Nc2c3c(nn2-c2cccc(Cl)c2)CS(=O)(=O)C3)cc1	-6.5	-6.6	7.8	-0.4	0.1	-4.9	-3.2	-1.5	2.8
Cc1c(C2=CCN(S(=O)(=O)c3ccc(Cl)cc3)CC2)c2ccccc2n1C	-11.1	-2.8	-3.6	-0.7	2.2	11.0	-2.9	0.7	10.5
CCOCC(=O)NC1CCc2cc(OC(=O)COCC)c(OC)c(OC)c2-c2ccc(SC)c(=O)cc21 (stereo not drawn)	6.2	-11.3	·	0.2	-3.5	22.5	-5.2	·	1.4

# Single records (already shown). Order of values: BoNT-F LC inh, PrPC surface inh, Mtb BioA inh, BoNT A protease, FBA Mtb inh, GDH-TPI counter, FadD28 FP inh, UGM FP inh, CCHF vOTU inh
# COc1ccc(OC)c(-n2c(O)c(C=Nc3c(C)n(C)n(-c4ccccc4)c3=O)c(=O)[nH]c2=O)c1 in the list: -4.2, -4.6, ·, -0.1, 4.6, 19.5, -0.6, -1.9, 0.1
# COc1ccc(CC(=O)Nc2c3c(nn2-c2cccc(Cl)c2)CS(=O)(=O)C3)cc1 in the list: -6.5, -6.6, 7.8, -0.4, 0.1, -4.9, -3.2, -1.5, 2.8

# Continued:
Molecule	BoNT-F LC inh	PrPC surface inh	Mtb BioA inh	BoNT A protease	FBA Mtb inh	GDH-TPI counter	FadD28 FP inh	UGM FP inh	CCHF vOTU inh
CC[C@@]1(C(=O)OC)N[C@H](CN(C)S(=O)(=O)c2ccc(C(F)(F)F)cc2)[C@@H]2C(=O)N(C)C(=O)[C@@H]21	3.8	-4.4	-0.7	0.0	0.0	-2.7	-2.2	·	-5.8
COC(=O)c1cc(=O)nc2sccn12	2.5	-0.9	1.0	-0.3	6.0	5.6	-2.5	-0.1	-6.4
Cc1cc(C)c(N)c(C(=O)O)c1	2.0	6.5	-1.5	0.3	47.6*	-8.6	-3.4	-1.6	-30.8
O=C(NCc1ccccc1)c1cc(C2CCCN(S(=O)(=O)c3ccccc3)C2)on1 (stereo not drawn)	-10.0	9.5	-1.2	-0.2	0.9	6.5	-0.1	·	2.8
O=C1NC2=C(C(=O)c3ccccc32)C(c2ccccc2)N1 (stereo not drawn)	-2.5	-26.1	-0.3	-0.9	-0.5	1.6	-4.1	-1.0	1.1
CC(=O)Nc1ccc(NC(=O)C(C)Sc2n[nH]c(-c3cccs3)n2)cc1 (stereo not drawn)	·	6.6	-0.6	·	3.8	0.0	-2.2	-1.8	17.3
CCCc1nnc(NC(=O)NCCN2C(=O)C3C4C=CC(C4)C3C2=O)s1 (stereo not drawn)	-6.4	-0.4	-0.9	-1.0	4.7	7.5	1.0	1.8	13.9
COc1ccc(-c2[nH]ncc2CN(CC2CCC(=O)N2)C(C)C)cc1F (stereo not drawn)	-5.3	3.7	0.5	-0.2	-2.5	2.3	-4.9	1.6	-0.8
Cc1cc(C)cc(C(=O)OCC(=O)N2CCCC2)c1	5.8	-5.3	0.3	-2.6	0.2	-3.0	-1.6	-1.0	10.4
CC(C(=O)OCC(=O)c1ccc(F)cc1)N1C(=O)C2C3C=CC(C3)C2C1=O (stereo not drawn)	-10.8	7.8	·	-4.5	-0.2	4.5	-0.3	-2.5	7.0
Cn1c(COc2ccc(Cl)cc2)nnc1SCc1ncc(-c2ccccc2)o1	2.2	2.8	1.5	0.0	-1.1	0.0	1.1	-1.6	3.4
CCOC(=O)c1cc2c(=O)n3ccccc3nc2n(Cc2ccco2)c1=NC(=O)c1cccnc1	0.3	-15.0	13.2	1.3	130.5*	14.5	-0.4	-0.5	-86.1
COC(=O)/C(C#N)=C/c1c(N2CCN(c3cccc(Cl)c3)CC2)nc2c(C)cccn2c1=O	-16.8	-3.0	6.5	-3.7	1.1	-3.9	1.7	2.4	8.4
CCOC(=O)c1ccccc1OC(=O)CS(=O)c1ccccc1[N+](=O)[O-] (stereo not drawn)	0.6	-12.2	·	-0.5	3.8	7.4	-0.1	-1.3	-5.2
CC1CN(c2ccccc2)c2nc3c(c(=O)[nH]c(=O)n3C)n2C1 (stereo not drawn)	10.2	2.7	-0.6	-3.3	-2.9	8.3	·	2.9	10.4

# 4 entries from above, with two lines to a compound.
# Every second line gives: BoNT-F LC inh, PrPC surface inh, Mtb BioA inh, BoNT A protease, FBA Mtb inh, GDH-TPI counter, FadD28 FP inh, UGM FP inh, CCHF vOTU inh
CC(=O)Nc1ccc(NC(=O)C(C)Sc2n[nH]c(-c3cccs3)n2)cc1 (stereo not drawn)
    ·, 6.6, -0.6, ·, 3.8, 0.0, -2.2, -1.8, 17.3
COC(=O)/C(C#N)=C/c1c(N2CCN(c3cccc(Cl)c3)CC2)nc2c(C)cccn2c1=O
    -16.8, -3.0, 6.5, -3.7, 1.1, -3.9, 1.7, 2.4, 8.4
CCCc1nnc(NC(=O)NCCN2C(=O)C3C4C=CC(C4)C3C2=O)s1 (stereo not drawn)
    -6.4, -0.4, -0.9, -1.0, 4.7, 7.5, 1.0, 1.8, 13.9
Cc1cc(C)c(N)c(C(=O)O)c1
    2.0, 6.5, -1.5, 0.3, 47.6*, -8.6, -3.4, -1.6, -30.8

# The list goes on:
Molecule	BoNT-F LC inh	PrPC surface inh	Mtb BioA inh	BoNT A protease	FBA Mtb inh	GDH-TPI counter	FadD28 FP inh	UGM FP inh	CCHF vOTU inh
Cc1nnc(NC(=O)C2CCN(c3nnnn3-c3ccccc3)CC2)s1	2.8	0.5	-1.4	?	-0.4	12.6	0.6	-0.7	3.2
COC(=O)c1ccccc1S(=O)(=O)N1CCC(c2nc3ccccc3o2)CC1	3.6	3.3	-0.3	0.6	-1.2	6.7	-3.7	-0.5	5.5
Cc1c(C(=O)Nc2ccc(-n3cnnn3)cc2)oc2ccccc12	-2.3	0.8	0.3	-0.6	2.7	7.4	-2.1	0.1	-1.9
Cc1cccc(NC(=O)C2CCCN(S(=O)(=O)c3ccc4c(c3)oc(=O)n4C)C2)c1 (stereo not drawn)	-5.0	13.5	-0.7	-0.9	3.9	11.2	-2.2	-1.9	-5.5
Cc1ccc(Cn2ccc(NC(=O)CCSc3nc(-c4ccco4)cc(C(F)(F)F)n3)n2)cc1	0.6	1.4	0.6	-0.4	-1.9	9.7	0.3	-1.6	-0.7
COc1ccc(CCn2c(-c3ccc(F)cc3)nc3c(c(=O)c4ccccc4n3C)c2=O)cc1OC	-1.9	-6.5	-2.2	0.5	2.1	8.9	-1.9	-1.0	-0.4
C=CCN(CC=C)C(=O)CN1C(=O)NC(c2ccccc2)(c2ccccc2)C1=O	5.3	-9.1	0.3	0.6	1.1	1.1	0.3	0.9	-2.3
CC1(C)SC2c3ccccc3C(=O)N2[C@@H]1C(=O)NC1CCCC1 (stereo partly drawn)	0.9	3.2	-2.3	-0.8	-1.3	-8.6	-3.1	2.3	9.0
CCn1c(SCC(=O)Nc2nncs2)nnc1C(C)NC(=O)c1ccccc1Br (stereo not drawn)	-6.8	3.5	0.2	-1.3	5.5	6.0	-0.8	-2.1	15.0
N#CCCn1cc(/C=C2\NC(=S)N(c3ccccc3)C2=O)c(-c2ccc(F)cc2)n1	4.1	-3.0	0.4	1.3	-4.3	15.7	-2.3	0.5	-4.8
C[C@H](NC(=O)Nc1ccccc1F)C(=O)O	12.5	1.9	-0.3	3.8	-0.5	1.9	-0.2	2.8	-0.2
CCOC(=O)C1=C(C)NC(=O)NC1c1ccc(OCC(=O)N2CCCCC2)cc1 (stereo not drawn)	-11.7	-5.2	·	-0.8	1.7	-0.5	0.1	0.3	-3.1
Cc1ccc(S(=O)(=O)N2CCN(Cc3ccsc3)CC2)cc1	-3.0	7.0	·	-0.1	0.3	-1.3	0.1	-3.7	5.3
NS(=O)(=O)c1ccc(CCNC(=O)c2cc(S(=O)(=O)N3CCCCC3)ccc2Cl)cc1	1.8	3.6	0.3	-0.4	-2.3	-9.8	-2.0	·	-8.3
O=C(NC1CCN(Cc2ccccc2)CC1)c1cc(S(=O)(=O)Nc2ccc(F)cc2)ccc1Cl	-7.2	-13.3	-0.1	-4.0	-2.4	0.7	-4.0	·	22.4
COc1cc(C(=O)Nc2ccc(S(=O)(=O)N(C)c3ccccc3)cc2)cc(OC)c1OC	-5.4	3.2	·	-0.9	1.7	8.6	-8.7	-1.7	5.4
CC(Oc1ccccc1)C(=O)N=Nc1c(O)[nH]c2ccc(Br)cc12 (stereo not drawn)	-3.6	-2.5	·	0.0	9.5	5.3	-1.7	4.4	-4.8
O=C(Cc1csc(Nc2nc(=S)[nH]c3ccccc23)n1)N1CCN(c2cccc(C(F)(F)F)c2)CC1	-3.1	-5.5	-0.4	0.6	-1.1	-1.2	-0.4	-0.6	0.4
Cc1ccc(C(=O)NCc2ccccn2)cc1S(=O)(=O)N1CCOCC1	3.6	-4.3	0.6	1.0	-0.8	-1.0	-2.2	-0.8	-5.4
O=C(Cc1ccccc1)N1CCN(c2ncccn2)CC1	-1.8	3.5	·	-0.2	-3.9	-14.8	-3.3	-1.9	6.0
Cc1cc(C)nc(-n2nc(C)cc2NC(=O)CN2CCC(C)CC2)n1	-9.3	-2.0	7.7	-0.9	1.8	7.5	1.4	-0.5	4.8
Cc1cc(C)n(-c2cccc(CN3CCC(CO)(Cc4ccccc4)CC3)c2)n1	-0.8	-7.2	·	-1.9	-3.7	-10.8	-3.3	1.5	-7.7
O=C(NC1CC1)c1ccc(-c2ccc3nccn3c2)cc1	-4.4	-11.3	8.4	0.1	6.8	8.4	0.3	·	-9.7
Cc1ccc2cc(C)c3nnc(SCC(=O)Nc4nc5c(s4)CCCC5)n3c2c1C	4.6	-74.8	1.3	0.5	1.2	7.5	-2.5	-0.5	8.3
